Bioassay records deposited in PubChem BioAssay by NCI.
cln2 rad14: NCI yeast anticancer drug screen, S. cerevisiae cln2 rad14 strain; 78,000 tested, 8.3% active; growth inhibition, % at 50 µM;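 note: 0% = growth of vehicle-only cultures of the same strain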
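Compounds are applied to the cln2 rad14 yeast strain, and growth is then compared with that of vehicle-treated cultures to give inhibition.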
yeast mec2-1: NCI yeast anticancer drug screen, S. cerevisiae mec2-1 strain; growth inhibition, % at 50 µM; 79,000 tested, 9% active; AID 157, 2004;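 note: 0% = growth of vehicle-only cultures of the same strain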
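mec2-1 yeast strain, carrying an alteration in DNA damage repair or cell cycle control, was exposed to compounds; growth inhibition was measured relative to vehicle-treated controls.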
mlh1 rad18: NCI yeast anticancer drug screen, S. cerevisiae mlh1 rad18 strain | % growth inhibition at 50 µM | 79,000 tested, 11% active;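 note: 0% = growth of vehicle-only cultures of the same strain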
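Cells of a genetically altered yeast strain, deficient in DNA damage repair, were treated with compound. Their growth was then compared with that of vehicle-treated cultures to give inhibition.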
bub3: NCI yeast anticancer drug screen, S. cerevisiae bub3 mutant strain; growth inhibition, % at 50 µM; 78,000 tested, 9.9% active; AID 167, 2004;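 note: 0% = growth of vehicle-only cultures of the same strain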
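Screening used yeast with an engineered genetic alteration affecting cell cycle control. Compound-exposed cultures were compared with vehicle cultures, and reduced growth was taken as inhibition.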
rad50: NCI yeast anticancer drug screen, S. cerevisiae rad50 strain. % growth inhibition at 50 µM. 79,000 tested, 10% active. AID 155, 2004;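 note: 0% = growth of vehicle-only cultures of the same strain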
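Yeast carrying a defined DNA repair defect were exposed to test compounds, and growth was compared with vehicle-treated controls to give percent inhibition.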
sgs1 mgt1: NCI yeast anticancer drug screen, S. cerevisiae sgs1 mgt1 strain; 78,000 tested, 10% active; % growth inhibition at 50 µM; AID 161, 2004;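 note: 0% = growth of vehicle-only cultures of the same strain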
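Growth of a repair-deficient yeast mutant was monitored after compound treatment and expressed as inhibition relative to vehicle-treated cultures.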
Numbers without * were called inactive; . = no result given; & = joins results of further samples; ! = not active in a repeat. Cut-off read from the data, not from the text of the source: active = growth inhibition above about 70%; inactive = the rest.

SMILES	cln2 rad14	yeast mec2-1	mlh1 rad18	bub3	rad50	sgs1 mgt1
CC1(C)OCC(Cc2ccc3c(c2)OCO3)CO1	-32	-11	2	22	2	-6
CCCCCCCCCCCCCCCCCCNC(=O)Nc1cc(C(C)C)ccc1C	-47	-22	-31	-3	-13	-15
COc1ccc2c(c1OC(C)=O)-c1cc(OC(C)=O)cc3c1C(C2)N(C(=O)CBr)CC3 (stereo not given)	36	54	59	20	62	70*
O=C(COc1ccc(Cl)cc1Cl)N1CCNC1=S	18	-3	15	12	20	-5
C=CC1CNCCC1CC(=O)OCC (stereo not given)	-12	-6	-24	4	-17	3
COc1cc(NC(=O)CCN2CCOCC2)c2ncccc2c1	-29	4	43	19	42	13
COc1ccc(Cl)cc1NC(=O)Nc1ccc(SC)cc1	21	51	36	33	24	57
Cc1cc(N=[N+]=[N-])c2ccc(F)cc2n1	-41	-4	8	-1	-46	-15
O=[N+]([O-])c1ccn(O)c(=Nc2ccccc2)c1	-32	11	20	-15	2	5
CN1NC(c2ccc(Cl)cc2)=C(C#N)C(=O)CC1c1ccccc1 (stereo not given)	10	-8	2	-20	2	-5
S=C(Nc1ccc(Cl)c(Cl)c1)Nc1ccccc1SCc1cc(Cl)cc2c1OCOC2	12	-27	4	-2	-1	4
O=C(Nc1ccccn1)NC1CCCCC1	-76	-11	-18	-7	-9	5
O=C(O)c1c2c(cc3c1CC1(Cc4ccccc4C1=O)C3)CCC2 (stereo not given)	84*	89*	78*	84*	81*	85*
Cc1cc(C(O)(c2cc(C)c(O)c(C(=O)O)c2)c2cc(C)c(O)c(C(=O)O)c2)cc(C(=O)O)c1O	22	-18	10	-12	12	5
C=CCNC(=O)C[n+]1cccc(C(=O)Nc2ccccc2)c1	23	-18	-1	6	2	5
Cc1cc(NS(=O)(=O)c2ccc(N)cc2)no1.[Ag]	99*	100*	99*	100*	99*	100*
CC(C)(CO)N1C(=O)c2ccccc2C1(O)c1ccc(Cl)cc1 (stereo not given)	4	-25	15	-14	-5	-25
CC(=O)Oc1cc(-c2cc(OC(C)=O)c(OC(C)=O)c3ccccc23)c2ccccc2c1OC(C)=O	38	83*	94*	87*	84*	87*
COc1cc(C)c2cc(C)cc(C)c2n1	-18	6	8	4	3	2
O=C(Nc1ccccc1)Nc1ccc(-c2ccccc2)cc1	6	14	4	38	14	13
O=C1c2ccccc2C(=O)N1Nc1ccccc1	-8	3	16	3	7	7
CCc1ccc[n+](-c2nc3c([O-])n(C)c(=O)n(C)c-3n2)c1	-78	-8	-5	-10	-7	-14
CNC(=O)CN(CC(N)=O)C(N)=O	5	3	-15	-6	-1	-18
CC12CCC3c4ccc(O)cc4CCC3C1C/C(=N\O)C2O (stereo not given)	-25	4	-2	-27	10	-1
COC(=O)C1=C(\N2CCOCC2)CCCCC/C=C\1C(=O)OC	.	-31	-33	.	-32	.
COc1ccc(/C(C)=N/NC(=O)CC(=O)N(C(=O)c2ccccc2)c2ccc(C)cc2)cc1	8	-36	-18	-27	-8	-6
CN(C)CCCn1cnc2cc(Cl)c(Cl)cc21	-1	-6	0	10	0	-21
COc1ccc(OC)cc1	-60	18	-27	9	-9	12
Cc1ccccc1N=C(c1ccccc1)C1C(=O)c2ccccc2C1=O	29	19	13	49	-21	42
O=C1CCC(=O)N1CCC1=NCCc2ccccc21	5	6	6	8	1	-2
C/C(=N\NC(=O)c1ccc([N+](=O)[O-])cc1)c1ccccc1	-8	-5	-7	39	-3	10
O=C1c2ccccc2C(=O)c2sc(Nc3ccccc3C(F)(F)F)nc21	90*	92*	89*	92*	90*	93*
CCOC(=O)C1=NNC(=O)C1	10	-3	5	0	4	2
[N-]=[N+]=NC1=C(c2ccccn2)C(=O)c2cccc3cccc1c23	67	64	59	70	67	71*
COC1OC2COC(c3ccccc3)OC2C(O)C1NC(C)=O (stereo not given)	-41	-8	-19	10	-6	-3
CCOC(=O)NN(C(=O)OCC)C(C(=O)C1CCCCC1)N(NC(=O)OCC)C(=O)OCC	11	-22	-8	-4	21	19
Nc1nc(SCc2ccc(F)cc2)c2[nH]cnc2n1	-9	9	-22	13	17	13
CCC/C(=N\NC(=S)N1CCN(c2ccccn2)CC1)c1ccccn1	80*	90*	.	21	87*	89*
O=C1c2ccccc2N2OC3(N4CCCC4)CCCCC3C12c1ccccc1 (stereo not given)	2	25	19	80*	85*	75*
Cc1cccc(NC(=O)O/N=C(\Cl)C(C)C)c1	0	-35	-43	35	-14	70
CC(C)OCc1cn[nH]n1	21	21	14	0	15	29
Cc1nc(-c2ccc(N=Cc3ccc(N(CCOS(C)(=O)=O)CCOS(C)(=O)=O)cc3)cc2)cs1	-46	8	72*	-3	46	21
CCCCOC(=O)/C=C/c1ccc(OC(C)C)cc1	-48	-9	-10	20	4	-9
C=CCN(CC=C)C(=O)C=C	8	-6	2	4	8	7
C=CCCC(C)(C(=O)OCC)C(=O)OCC	-30	-16	-11	1	7	-24
O=C(CCCN1CCC2(CC1)OC(=O)N(c1ccccc1)C2=O)c1ccc(F)cc1	58	34	58	47	69	70
Nc1cc2c(cc1[N+](=O)[O-])[nH]c1c(-c3ccccc3)nccc12	99*	96*	99*	99*	99*	99*
S=C1SCCCN1c1ccccc1	-14	-4	-20	-10	-6	-5
CC(C(=O)ON1C(=O)CCC1=O)c1ccc(C(=O)c2ccccc2)s1 (stereo not given)	-9	0	-48	16	7	9
CNC(=O)c1ccc(Cl)cc1	13	18	-12	4	19	16
NC(=O)c1ccc[n+](-c2ccc([N+](=O)[O-])cc2[N+](=O)[O-])c1	40	55	63	17	79*	80*
O=C(CNc1c(Cl)cccc1Cl)NC1C=Cc2ccc(S(=O)(=O)Nc3c(Cl)cccc3Cl)cc2C1=O (stereo not given)	5	13	22	19	36	49
C1=C2/CC[C@H](Sc3ccccc3)[C@H]2C2(CCCCC/1)OCCO2	-1	-19	-4	13	14	-6
Cc1nc2[nH]cc(C)c2c(=O)[nH]1	35	-2	-8	5	-25	4
Cc1ccc(S(=O)(=O)CCN2CCOCC2)cc1	-32	-3	3	6	15	5
CCCCNC(=O)N(C1CCCCC1)C1CCCCC1	3	27	14	25	5	16
COc1nc2c(c(=O)[nH]1)N=C(c1ccccc1)CC(c1ccccc1)N2 (stereo not given)	-9	3	-17	4	8	3
CC1N=C(Cc2ccccc2)SC1C (stereo not given)	88*	86*	86*	88*	74*	87*
Cc1ccc(S(=O)(=O)OC/C(=C(/c2ccccc2)c2ccc(Cl)cc2)c2ccccc2)cc1	87*	98*	97*	95*	97*	96*
Nc1[nH]c(=O)nc2nc(I)[nH]c12	-17	3	3	23	5	23

Carrying on.
SMILES	cln2 rad14	yeast mec2-1	mlh1 rad18	bub3	rad50	sgs1 mgt1
c1ccc([P+](Cc2ccccc2C[P+](c2ccccc2)(c2ccccc2)c2ccccc2)(c2ccccc2)c2ccccc2)cc1	15&-8	7&-21	12&-50	8&2	20&-15	7&-5
c1ccc(C2=NC(c3ccccc3)N=C(c3ccccc3)N2)cc1	-6	10	13	10	-1	6
COc1cnc2cc(C(=O)O)c3c([N+](=O)[O-])cccc3c2c1	-10	4	-68	-24	9	3
CCOc1ccccc1NC(=O)C(=O)CC(=O)c1c(C)n([O-])c2ccccc2[n+]1=O	-8	-15	-13	6	-21	-22
Nc1nc(-c2cccc(S(=O)(=O)O)c2)c([N+](=O)[O-])c(=O)[nH]1	10	-8	18	-25	-10	-16
O=C(O)CCCCCN1C(=O)c2cccc([N+](=O)[O-])c2C1=O	19	10	13	12	18	22
CCNc1nc2ccc(Br)cc2c(=O)s1	2	6	33	22	12	13
Oc1ccccc1CNCc1ccccc1O	-28&24	-3&-14	4&-1	-28&0	-16&-7	-33&-6
CC1(c2nc3ccccc3[nH]2)CCC(C(N)=O)C(C)(C)O1 (stereo not given)	-3	-13	-11	-17	2	-20
Cc1ccc(-c2c(C#N)c(-c3ccc([N+](=O)[O-])cc3)c(C#N)c(=O)n2NS(=O)(=O)c2ccc(C)cc2)cc1	32	11	10	19	30	36
Cc1cnc2[nH]c(-c3cccc4ccccc34)cc(=O)c2c1	-7	7	-22	15	13	16
CC(=O)NCCc1[nH]cnc1N=Nc1ccc(Br)cc1	-6	39	27	52	1	15
CONC(CC(=O)c1ccccc1)c1ccccc1 (stereo not given)	3	7	6	14	23	6
COC1OC(C(O)C(C)O)C(O)C1O (stereo not given)	-4	15	-14	-11	7	0
Cn1c2nc3ccccc3c-2cc2ccccc21	59&60	71*	73*	71*!	85*	69&70

The list goes on; the last 2 above are carried over.
SMILES	cln2 rad14	yeast mec2-1	mlh1 rad18	bub3	rad50	sgs1 mgt1
COC1OC(C(O)C(C)O)C(O)C1O (stereo not given)	-4	15	-14	-11	7	0
Cn1c2nc3ccccc3c-2cc2ccccc21	59&60	71*	73*	71*!	85*	69&70
N#CC(C#N)=Cn1c(=S)[nH]c2ccc([N+](=O)[O-])cc21	21	-20	-5	-9	-13	3
O=S(=O)(Nc1ccccc1-c1ccc(Cl)cc1)c1ccccc1	98*	53	74*	55	99*	98*
CCCCCCCCCCCC[n+]1ccc2ccccc2c1	98*	100*	99*	100*	100*	99*
COC1/C=C\OC2(C)Oc3c(C)c(O)c4c(O)c(c5[nH]cnc5c4c3C2=O)NC(=O)/C(C)=C\C=C\C(C)C(O)C(C)C(O)C(C)C(OC(C)=O)C1C (stereo not given)	28	4	21	17	12	24
C[N+](C)(C)CC(=O)N/N=C(/CC(=O)CC(C1=C(O)c2ccccc2OC1)c1ccccc1)C(=O)Nc1cccc(Cl)c1 (stereo not given)	34	40	6	28	58	28
CCOc1cccc(NC(C)=O)c1	2	9	-10	27	-12	-4
CN1C(=O)C(C)(C)CN(c2ccccc2)C1=S	8	20	12	4	34	37
N#CC1(Nc2ccc3c4c(cccc24)CC3)CCCCC1	16	7	12	26	1	15
CC[N+](CC)(CC)CCOc1nc(OCC[N+](CC)(CC)CC)nc(OCC[N+](CC)(CC)CC)n1	9	11	35	17	12	10
CCOC1NC(/N=C/c2ccc(OC)cc2)=C(C#N)C1C#N (stereo not given)	12	-7	-35	-28	-29	-50
COc1cc(OC)c(-c2cc(=O)c3c(OC)c(OC)c(OC)c(OC)c3o2)cc1OC	-44	-4	-21	36	-3	-3
O=CC1CCCO1 (stereo not given)	7	-22	22	6	21	15
CCC(c1ccc(Cl)cc1)C(C#N)c1ccc(Cl)cc1 (stereo not given)	11	62	76*	42	84*	68
Cc1ccc(-c2nnc(-c3cccc4ccccc34)o2)cc1	4	-32	-8	-44	2	1
COc1ccc(CC(=O)NC(N)=O)cc1	-9	3	5	-6	-6	-12

Only sgs1 mgt1, mlh1 rad18 and yeast mec2-1 (six entries from above):
canonical_smiles	sgs1 mgt1	mlh1 rad18	yeast mec2-1
CCOC1NC(/N=C/c2ccc(OC)cc2)=C(C#N)C1C#N (stereo not given)	-50	-35	-7
COc1cc(OC)c(-c2cc(=O)c3c(OC)c(OC)c(OC)c(OC)c3o2)cc1OC	-3	-21	-4
O=CC1CCCO1 (stereo not given)	15	22	-22
CCC(c1ccc(Cl)cc1)C(C#N)c1ccc(Cl)cc1 (stereo not given)	68	76*	62
Cc1ccc(-c2nnc(-c3cccc4ccccc34)o2)cc1	1	-8	-32
COc1ccc(CC(=O)NC(N)=O)cc1	-12	5	3

Additional results:
SMILES	cln2 rad14	yeast mec2-1	mlh1 rad18	bub3	rad50	sgs1 mgt1
Cc1cccc(C)c1OC(=O)/C=C/c1ccccc1	-11	-10	1	-12	31	33
O=C1/C(=C/c2ccc([N+](=O)[O-])cc2)CNC/C1=C\c1ccc([N+](=O)[O-])cc1	74*	88*	76*	84*	77*	86*
COc1cccc2c1OCC1Cc3ccccc3OC21 (stereo not given)	72*	45	96*	52	72*	86*
COc1ccc([N+](=O)[O-])cc1NC(=O)Cc1ccccc1	7	4	-42	1	9	4
CNC(=O)O/N=C1\N(C)CN(c2ccccc2)C12CCN(CCCC(=O)c1ccc(F)cc1)CC2	-3	-4	1	2	-6	-7
N#CNC(=NCCO)NCCO	11	7	27	0	26	-2
CCCCCCCCCNC(=O)C(O)C(O)C(O)C(O)CO (stereo not given)	-43	-1	4	8	8	10
CCCCCCCCCCCCCCCCCCOCCCCCC	4	-30	-8	-10	-9	-20
C=CCCCCOCOCCOC	0	18	-28	0	14	6
CN(c1ccccc1Cl)S(=O)(=O)c1ccc([N+](=O)[O-])cc1	4	-46	-2	26	-14	12
Clc1nc[nH]c1Cl	2	2	-10	2	-7	-2
O=c1[nH]cnc2ccc3[nH]ncc3c12	-28	2	-7	14	-2	4
CC(=O)SC1C(=O)N(C)C(SC(C)=O)C(=O)N1C (stereo not given)	95*	97*	96*	96*	96*	97*
